LYP phosphatase: inhibitors of LYP phosphatase, biochemical, fluorescence intensity, uHTS (AID 1779); inhibition, % at 11.5 µM; hits with a dose series show IC50 in µM; 0.054% of 290,000 active; recombinant LYP phosphatase, fluorescence intensity; higher % means a stronger effect; Tyrosine-protein phosphatase non-receptor type 22 (Homo sapiens);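 note: plate controls were vehicle with enzyme for no effect and no enzyme for full effect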
M1AAP inhibition: P. falciparum M1AAP inhibitors, biochemical, fluorogenic H-Leu-NHMec substrate, 1536-well (AID 1445). Aminopeptidase N (Plasmodium falciparum (isolate 3D7)). recombinant M1AAP, H-Leu-NHMec fluorogenic kinetic assay; higher % means a stronger effect. one-dose inhibition, % at 30 µM; IC50 in µM for titrated hits. 0.42% of 220,000 active;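 active = primary inhibition above the hit cutoff, then over 50% inhibition at one or more dose response concentrations, cut at about 23% in these data, passing the limit was not always enough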;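 note: plate controls were DMSO full reaction for no effect and no enzyme background for full effect; strong numbers were not always called active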
SIAH1 antagonists: Siah-1 peptide-binding antagonists, primary screen, biochemical, fluorescence polarization, rhodamine-plectin, uHTS (AID 1817); Siah-1 / rhodamine-plectin peptide fluorescence polarization; higher % means a stronger effect; E3 ubiquitin-protein ligase SIAH1 (Homo sapiens); displacement, % at 20 µM; hits with a dose series show IC50 in µM; 0.02% of 290,000 active;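 active = displacement of at least 50% at 20 µM, with a fluorescence ratio check between 0.3 and a set limit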;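 note: plate controls were Siah plus tracer with DMSO for no effect and tracer alone without Siah for full effect; strong numbers were not always called active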
Dynein cargo inh: inhibitors of GR-EGFP nuclear translocation, primary screen, dynein cargo transport inhibitor project, imaging, high-content, 3617.4 mouse cells | test concentration mostly 20 µM; stimulated with dexamethasone, 1 µM; active compounds read low | z-score, hits read low | 0.47% of 220,000 active | AID 1381, 2008;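 active = plate z-score of nuclear minus cytoplasmic receptor signal below a set negative limit, without overly bright fluorescence or cell loss, cut at about -3.5 in these data, passing the limit was not always enough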;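 note: z-score of nuclear minus cytoplasmic ring GR-EGFP intensity difference per well; some compounds called inactive have numbers as strong as hits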
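Buffer or medium: tet-free, stripped-serum medium; Also added: dexamethasone, 1.0 µM final; Technique: high-content fluorescence imaging after fixation; Times: 48 h induction, 1 h compound, 30 min dex at 37 °C; Read-out: per-cell GR-EGFP intensity, nucleus versus surrounding cytoplasmic ring, well-averaged.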
P. falciparum M17LAP: P. falciparum M17LAP inhibitors, primary screen, biochemical, fluorogenic H-Leu-NHMec substrate, 1536-well (AID 1619). Leucine aminopeptidase (Plasmodium falciparum (isolate 3D7)). recombinant M17LAP, H-Leu-NHMec fluorogenic kinetic assay; higher % means a stronger effect. one-dose inhibition, % at 30 µM; IC50 in µM for titrated hits. 0.38% of 220,000 active;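 active = compound inhibiting the enzyme by more than half at any dose during confirmatory dose-response retesting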;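 note: plate controls were full reaction with DMSO carrier for no effect and no enzyme background for full effect; strong numbers were not always called active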
AID2073: inhibitors of Mint1-CaV2.2 protein interaction, biochemical, HTRF (AID 2073); Voltage-dependent N-type calcium channel subunit alpha-1B (Homo sapiens); HTRF protein-protein interaction, Mint1-CaV2.2; higher % means a stronger effect; one-dose inhibition, % at 20 µM; IC50 in µM for titrated hits; 0.19% of 290,000 active; in the data active = inhibition mostly above about 51%, no sharp cut-off; note: some results filed as inactive read as strong as hits
XIAP displacement: XIAP antagonists, biochemical, IAP family, fluorescence polarization (AID 1018); XIAP BIR domain, fluorescence polarization peptide displacement; higher % means a stronger effect; displacement, % at 20 µM; hits with a dose series show IC50 in µM; E3 ubiquitin-protein ligase XIAP (Homo sapiens); 0.007% of 200,000 active; in the data active = displacement above about 50%; note: a part of the inactive calls stands beside numbers as strong as those of hits
human PMI inhibitors: human PMI inhibitors, high substrate, primary screen, biochemical, fluorescence intensity, high mannose 6-phosphate (AID 1220). Mannose-6-phosphate isomerase (Homo sapiens). recombinant PMI enzyme, coupled fluorescence intensity; higher % means a stronger effect. inhibition, % at 20 µM, or IC50 in µM where a hit was titrated. 0.66% of 190,000 active
PMI inhibitors: inhibitors of human PMI, primary screen, biochemical, fluorescence intensity, coupled assay (AID 1209); purified PMI enzyme, coupled fluorescence intensity; higher % means a stronger effect; inhibition, % at 20 µM; hits with a dose series show IC50 in µM; 0.42% of 190,000 active;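 note: plate controls were DMSO vehicle for no effect and wells lacking substrate for full effect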
Dynein cargo inh cytoplasmic EGFP: second read-out of Dynein cargo inh, no call of its own (marks repeat the call); z-score; measured here: cytoplasmic GR-EGFP intensity; active compounds read high
Dynein cargo inh nuclear GR-EGFP: further read-out of Dynein cargo inh, marked with its call; z-score; measured here: nuclear GR-EGFP intensity;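 lower value marks the stronger effect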
Dynein cargo inh cell count: recorded beside Dynein cargo inh, whose call it bears; z-score; measured here: cell count per field
Starred values were filed as active, the others as inactive; · = no result given. Cut-off read from the data, not from the text of the source, unless noted: active = inhibition above about 50%; inactive = the rest.

Values run as follows: LYP phosphatase	M1AAP inhibition	SIAH1 antagonists	Dynein cargo inh	Dynein cargo inh cytoplasmic EGFP	Dynein cargo inh nuclear GR-EGFP	Dynein cargo inh cell count	P. falciparum M17LAP	AID2073	XIAP displacement	human PMI inhibitors	PMI inhibitors
> COc1ccc(OC)c(/C=C/C(=O)N(C)CC(=O)Nc2cc(C)ccc2C)c1
  -2%	11%	3%	-0.79	-0.23	-0.43	0.19	-42%	30%	-3.4%	-9%	-7%
> CS(=O)(=O)N1CCN(c2ccc([N+](=O)[O-])c(NCc3ccc(Cl)cc3)c2)CC1
  -5%	9%	21%	-0.21	0.51	0.078	0.59	1%	6%	-1.8%	2%	15%
> CCOC(=O)c1cc2occc2n1CC(=O)N1CCCc2ccccc21
  -1%	11%	-2%	2.3	0.13	1.4	-1.3	3%	-4%	-8.3%	2%	0%
> COc1cc(/C=N/NC(=O)C2c3ccccc3Oc3ccccc32)ccc1O
  3%	3%	0%	1.7	-0.043	-0.17	-1.1	-5%	-3%	-13%	-5%	6%
> Cc1ccc(C)c(NC(=O)Cn2cnc3c(oc4ccccc43)c2=O)c1
  3%	3%	20%	-0.34	-0.29	0.16	-0.57	4%	21%	-1.3%	-7%	2%
> COc1ccc(N=C2NC(=O)CS2)c([N+](=O)[O-])c1
  -9%	-2%	2%	0.74	-0.33	0.24	0.2	3%	8%	-1.0%	-4%	2%
> O=C1COc2ccc(-c3csc(=Nc4ccc(OC(F)F)cc4)n3CC3CCCO3)cc2N1 (stereo unspecified)
  5%	12%	0%	-0.57	-0.22	-0.51	0.35	13%	-4%	-1.9%	2%	12%
> Cc1[nH]c2ccccc2c1/C=N/NC(=O)CCC(=O)Nc1ccccc1
  -3%	1%	-6%	-0.15	-0.1	-0.0042	0.2	10%	43%	-2.3%	1%	0%
> Cc1ccc(NC(=O)c2c(C)nc3sc(C(=O)NC4CCCC4)c(N)c3c2-c2ccco2)c(C)c1
  3%	6%	4%	1.8	-0.21	2	-0.91	6%	-14%	-6.6%	-5%	2%
> CCn1c(CNC(=O)c2ccc(OC)c(OC)c2)nnc1SCC(=O)Nc1ccccc1
  2%	4%	-3%	-0.43	-0.22	0.73	-0.13	1%	4%	-8.2%	-12%	-15%
> Cc1cc(N2CCOCC2)n2cc(-c3ccccc3)nc2n1
  -7%	-3%	7%	-0.75	-0.36	-0.88	1.3	-4%	11%	-3.5%	-3%	-4%
> Cn1nc(C(=O)OCC(=O)NC2CCS(=O)(=O)C2)c2ccccc2c1=O (stereo unspecified)
  -9%	-2%	-3%	0.98	-0.13	1	-1.5	6%	6%	-7.8%	-10%	-20%
> O=C(/C=C/c1ccccc1Cl)Nc1ccc(S(=O)(=O)Nc2ncccn2)cc1
  3%	6%	-5%	-0.036	-0.37	-0.11	0.82	30%	1%	-7.4%	-14%	-9%
> COc1cccc(NC(=S)N(Cc2ccc(Cl)cc2)Cc2ccc(C(=O)O)cc2)c1
  -6%	-1%	5%	-0.38	-0.29	0.005	0.44	1%	11%	-2.2%	-31%	-40%
> O=C(Oc1ccccc1)c1ccc2c(c1)C(=O)N(Cc1ccncc1)C2=O
  -4%	0%	6%	-0.38	-0.24	-0.27	0.44	2%	-1%	·	·	·
> CCOc1cccc(C(=O)NC2CCCCC2)c1
  -4%	6%	1%	-3	0.71	-1.5	-0.14	-2%	-2%	-5.7%	10%	12%
> Cc1ccc(S(=O)(=O)N2CCOCC2)cc1C(=O)NCc1cccnc1
  -8%	12%	-5%	-0.8	-0.12	-0.087	-0.2	-3%	0%	-21%	-11%	-4%
> CN1CCN(CCC(=O)N/N=C/C=C2\N(C)c3ccccc3C2(C)C)CC1
  -1%	7%	3%	0.33	-0.054	0.4	0.41	43%	6%	-0.9%	22%	14%
> CCCCC1=CC2=CC(=O)C(C)(OC(=O)CC)C(=O)C2=CN1CCc1ccc(Br)cc1 (stereo unspecified)
  2%	12%	2%	-0.097	-0.49	-0.02	-0.15	4%	7%	·	·	·
> Cc1ccsc1S(=O)(=O)N1CCC(CO)(CC2CCCCO2)CC1 (stereo unspecified)
  -3%	-3%	1%	0.46	-0.41	-0.43	1.4	0%	5%	-3.8%	-4%	-2%

More results follow:
Values run as follows: LYP phosphatase	M1AAP inhibition	SIAH1 antagonists	Dynein cargo inh	Dynein cargo inh cytoplasmic EGFP	Dynein cargo inh nuclear GR-EGFP	Dynein cargo inh cell count	P. falciparum M17LAP	AID2073	XIAP displacement	human PMI inhibitors	PMI inhibitors
> CC(C)NC(=O)c1cnn2c1NC(c1cccs1)CC2C(F)(F)F (stereo unspecified)
  -2%	2%	6%	-0.45	-0.21	-0.18	0.2	5%	1%	-3.1%	4%	5%
> CCOC(=O)c1sc(N2N=C(C)C(N=Nc3cccc(C)c3)C2=O)nc1C (stereo unspecified)
  3%	4%	0%	-0.58	-0.17	0.04	0.77	1%	16%	·	·	·
> Cc1nnc(SCC(=O)O)o1
  -8%	10%	-3%	-0.6	-0.35	-0.1	1.2	-3%	19%	-2.5%	4%	2%
> CC(C)CC(=O)Nc1cccc(C(=O)Nc2ccccc2C(=O)O)c1
  -5%	4%	3%	-0.75	-0.38	-0.46	1.1	28%	7%	-4.9%	5%	11%
> COCCCNC(=O)c1cn(C)c(=O)c2cc(OC)c(OC)cc12
  -3%	7%	-2%	0.97	1.1	0.8	-0.59	18%	3%	-23%	15%	9%
> C/C(=N\Nc1ccc2nncn2n1)c1ccccn1
  -4%	-20%	-5%	-0.48	-0.23	0.34	-0.74	7%	4%	·	·	·
> CC1(C)SC(=S)N(c2ccccc2)C1/[N+]([O-])=C/c1cccc([N+](=O)[O-])c1 (stereo unspecified)
  0%	7%	-2%	0.7	-0.25	0.33	-0.39	14%	2%	·	·	·
> Cc1ccc(OCC(=O)Nc2ccc(F)cc2)c([N+](=O)[O-])n1
  -7%	5%	-4%	-0.51	0.13	0.21	0.58	-3%	-1%	-5.2%	-2%	-2%
> CC1(C)Oc2ccc3ccc(=O)oc3c2/C(=C/Nc2ccc(O)cc2)C1=O
  -2%	10%	0%	0.19	-0.24	0.3	0.49	9%	6%	-1.7%	15%	13%
> COc1ccc(NS(=O)(=O)c2ccc(Cl)s2)cn1
  -3%	5%	10%	-0.36	-0.29	-0.31	0.96	6%	3%	·	·	·
> O=C(COC(=O)CNS(=O)(=O)c1cccc(Br)c1)NC(=O)Nc1ccc2c(c1)OCCO2
  -7%	5%	7%	-0.43	-0.27	-0.6	1.2	-11%	10%	-0.3%	12%	10%
> COc1ccc(Cn2c(C)nc3c(c(=O)c4ccccc4n3C)c2=O)cc1
  -8%	4%	-6%	0.96	-0.27	0.35	0.093	1%	2%	·	·	·
> O=c1[nH]c2ccccc2n1C1=CCNCC1
  -7%	-1%	2%	-0.67	-0.21	0.12	-0.16	-2%	-4%	·	·	·
> CC(C)Sc1nc(-c2cccs2)nc2c1c(=O)n(C)c(=O)n2C
  -2%	-3%	1%	-1.1	-0.27	-0.34	0.75	-1%	-7%	-3.5%	2%	13%
> C=CCOC(=O)C1=C[C@H](c2ccccc2)[C@@H](CCCO)[C@H](OCC)O1
  -7%	3%	0%	-0.27	-0.24	0.14	-0.12	-5%	10%	-5.1%	3%	10%
> Cc1ccc(C2C3C(=O)N(c4ccc(C)cc4)C(=O)C3N3CCCN23)cc1 (stereo unspecified)
  -5%	5%	-1%	-0.59	1.8	0.44	-0.23	8%	7%	·	·	·
> COc1ccc2[nH]c(=O)c(CN(Cc3nnnn3CCc3ccccc3)CC3CCCO3)cc2c1 (stereo unspecified)
  0%	9%	0%	1.1	-0.33	0.0085	0.18	-15%	2%	-2.3%	13%	-18%
> CC(=O)Nc1ccc(S(=O)(=O)NC2=C(N3CCN(Cc4ccccc4)CC3)C(=O)c3ccccc3C2=O)cc1
  -9%	11%	2%	-0.57	0.24	0.013	0.25	3%	-7%	0.2%	-59%	-19%
> CC(=O)NCC(=O)OCC(=O)N1c2ccccc2Sc2ccccc21
  -3%	12%	-2%	-0.57	-0.012	0.17	-0.38	-4%	14%	-8.4%	-10%	-13%
> CCN(C(=O)COC(=O)c1cc(-c2ccccc2)nn1-c1ccccc1)C1CCS(=O)(=O)C1 (stereo unspecified)
  -6%	2%	-1%	0.05	-0.32	-0.21	0.54	0%	18%	-7.0%	8%	3%

New compounds follow.
Values run as follows: LYP phosphatase	M1AAP inhibition	SIAH1 antagonists	Dynein cargo inh	Dynein cargo inh cytoplasmic EGFP	Dynein cargo inh nuclear GR-EGFP	Dynein cargo inh cell count	P. falciparum M17LAP	AID2073	XIAP displacement	human PMI inhibitors	PMI inhibitors
> CCOCC(O)CNc1ccccc1 (stereo unspecified)
  -9%	-4%	-3%	-0.48	-0.21	-0.055	0.26	-5%	-11%	-1.9%	6%	11%
> COc1ccccc1NC(=O)/C(C#N)=C/C=C/c1ccco1
  4%	-1%	5%	-1.1	-0.23	-0.35	0.52	-20%	5%	-3.1%	15%	19%
> CNC(=S)N/N=C/c1ccc(-c2cc([N+](=O)[O-])ccc2Cl)o1
  -9%	-4%	1%	-0.014	-0.1	0.29	0.01	-6%	0%	-11%	-14%	-26%
> Cc1ccc(-c2nc3cccnc3s2)cc1NS(=O)(=O)c1ccc2c(c1)OCCO2
  5%	6%	-3%	-0.95	-0.31	-0.52	1.1	8%	19%	-11%	5%	8%
> COc1ccccc1C(=O)N/C(=C\c1ccc(Br)cc1)C(=O)N1CCCC1
  -2%	8%	4%	0.21	-0.26	0.067	0.43	-6%	-6%	·	·	·
> COc1ccc(C(=O)Nc2cccc(-c3cc4ccccc4oc3=O)c2)cc1[N+](=O)[O-]
  -5%	1%	4%	-0.64	-0.13	-0.33	0.056	2%	12%	-6.9%	-3%	-2%
> CCOc1ccc(CSC(=N)N)cc1Cl
  -5%	3%	7%	0.048	-0.22	0.037	0.16	0%	9%	·	·	·
> O=C(O)CN1C(c2ccccc2O)Nc2ccc(Br)cc2C1c1ccccc1 (stereo unspecified)
  3%	3%	11%	0.32	-0.17	0.55	-0.084	-1%	9%	·	16%	18%
> CC1CCCCC1NC1=NCCS1 (stereo unspecified)
  -8%	4%	-4%	-0.36	-0.19	-0.13	0.27	-4%	-8%	-4.2%	2%	5%

Compound activity: PubChem BioAssay, several laboratories
